MITF primary = human MITF inhibition, primary screen. O75030. AlphaScreen MITF homodimerization, bead proximity signal. inhibition, % at 2.6 µM. 0.91% of 650,000 active. AID 1259374; in the data active = inhibition above about 50%;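 also: 0% = vehicle wells with protein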
Target sequence (O75030 whole entry, looked up): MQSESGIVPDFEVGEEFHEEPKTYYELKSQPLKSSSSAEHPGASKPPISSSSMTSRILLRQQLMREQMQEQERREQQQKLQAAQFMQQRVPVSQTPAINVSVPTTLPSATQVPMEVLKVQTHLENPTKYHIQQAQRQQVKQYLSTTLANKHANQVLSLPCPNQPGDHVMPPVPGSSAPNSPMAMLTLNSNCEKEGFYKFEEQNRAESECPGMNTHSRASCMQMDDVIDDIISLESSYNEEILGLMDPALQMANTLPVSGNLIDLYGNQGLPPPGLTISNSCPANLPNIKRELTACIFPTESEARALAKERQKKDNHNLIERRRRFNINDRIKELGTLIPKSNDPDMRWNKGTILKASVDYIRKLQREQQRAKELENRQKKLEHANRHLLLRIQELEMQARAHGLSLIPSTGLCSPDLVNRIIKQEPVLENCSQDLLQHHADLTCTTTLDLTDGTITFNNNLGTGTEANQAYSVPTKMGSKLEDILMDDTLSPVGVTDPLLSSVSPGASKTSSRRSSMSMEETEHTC
GPR151 ag = activators of human GPR151; 1% of 650,000 active; PathHunter beta-arrestin GPR151 cells, luminescence; activation, % at 11.2 µM; Q8TDV0; in the data active = activation above about 4.9%;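 also: 0% = median of compound wells and 100% = cells with positive control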
Target sequence (Q8TDV0 whole entry, looked up): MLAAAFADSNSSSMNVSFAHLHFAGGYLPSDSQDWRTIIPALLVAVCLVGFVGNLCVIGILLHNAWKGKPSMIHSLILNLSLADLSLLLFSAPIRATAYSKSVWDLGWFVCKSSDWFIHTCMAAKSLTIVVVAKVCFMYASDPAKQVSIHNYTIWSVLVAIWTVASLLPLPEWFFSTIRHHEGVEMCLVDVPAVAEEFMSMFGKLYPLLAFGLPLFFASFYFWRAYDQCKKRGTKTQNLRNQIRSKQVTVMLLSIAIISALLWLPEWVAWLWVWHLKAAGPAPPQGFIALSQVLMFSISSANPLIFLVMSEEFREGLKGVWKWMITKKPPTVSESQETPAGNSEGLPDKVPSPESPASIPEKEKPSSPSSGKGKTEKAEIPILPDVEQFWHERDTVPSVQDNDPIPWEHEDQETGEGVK
TEAD-YAP inh = TEAD-YAP interaction inhibition; AID 1259422; 1.4% of 640,000 active; HEK-TIYL cells, TEAD-Gal4/YAP UAS-luciferase luminescence; inhibition, % at 9.12 µM; in the data active = inhibition above about 32%;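 also: 0% = median of test compound wells and 100% = reference inhibitor wells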
FBW7 activator = activators of human E3 ligase FBW7; Q969H0; AlphaScreen FBW7–phospho-cyclin E peptide binding, activator screen; normalized activity (activation), % at 26.1 µM; 0.13% of 650,000 active; AID 1259310; in the data active = normalized activity above about 1.9%;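 also: purified mutant Fbw7 with reduced substrate affinity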
* marks the source's active call; other numbers are inactive results.

SMILES,MITF primary,GPR151 ag,TEAD-YAP inh,FBW7 activator
CCOC(=O)c1ccc(N2C(=O)C3ON(c4ccc(Cl)cc4)C(c4ccccc4)C3C2=O)cc1 (stereo unspecified),0.8,-0.6,-5.5,-0.1
O=[N+]([O-])c1ccc(Nc2cccc3cccnc23)c([N+](=O)[O-])c1,-6.7,0.3,8.0,0.0
CCCCc1ccc(C2C(C#N)=C(N)OC(C)=C2C(=O)OCC)s1 (stereo unspecified),13.1,-0.8,-1.7,0.6
Cc1nc2ccccc2c2c1C(=O)N(C(C)Cc1ccccc1)C2=O (stereo unspecified),0.7,1.1,1.9,-0.6
CCN(CC)c1nc(Nc2ccncn2)nc(NC2CC2)n1,7.8,0.8,-16.8,0.1
O=C1C=C(Cl)C(=O)C2C3C=CC(C3)C12 (stereo unspecified),9.8,1.1,10.8,-0.2
Cc1ccccc1CSC1=NCCN1S(=O)(=O)c1ccccc1,-8.7,0.4,-17.6,-0.1
CC[n+]1c(/C=C2\Sc3cc(C)ccc3N2CCO)ccc2ccccc21,24.8,1.2,63.8*,-0.2
CC(=O)N(C)c1nnc(-c2ccc(C)cc2)s1,0.4,-3.9,3.7,0.6
O=C(CCc1nnc2ccc(N3CCCC3)nn12)Nc1ccc(F)cc1F,0.4,-1.9,3.4,0.2
Cc1ccc(-c2n[nH]c3c2C(c2ccc(O)cc2)NC3=O)cc1 (stereo unspecified),11.0,0.2,9.7,0.2
CCC(Oc1ccccc1)C(=O)O/N=C(\N)c1ccncc1 (stereo unspecified),-15.8,0.4,-15.0,-0.2
Clc1ccccc1-c1nc(N2CCCC2)c2ccccc2n1,11.0,-0.2,5.8,1.5
COc1cc(Nc2cc(C)nc(N3CCCC3CO)n2)cc(OC)c1OC (stereo unspecified),12.4,-2.3,16.8,0.0
CCN(CC)C(=O)COc1ccc2c(C)c(C)c(=O)oc2c1C,-9.4,-0.1,-25.6,0.1
CCC(c1ccccc1)c1nnc(NC(=O)Nc2ccc(OC)cc2)s1 (stereo unspecified),14.1,0.7,-25.2,-0.4
Cc1ccc2c(c1)nc(S(=O)(=O)O)n2C,1.6,0.5,1.7,-0.2
COc1cc(CNc2ccc(-c3ccccc3C=O)cn2)cc(OC)c1OC,16.1,1.6,28.3,-0.2
COCC(=O)N(CC(=O)Nc1sc2c(c1C(N)=O)CCC(C)C2)C1CCCC1 (stereo unspecified),8.1,1.8,3.5,-0.6
O=C1CCCC2=C1C(c1ccncc1)c1c([nH]c(=O)[nH]c1=O)N2 (stereo unspecified),13.4,2.6,0.6,0.8

Complete entries as entered above. Order of screens: MITF primary	GPR151 ag	TEAD-YAP inh	FBW7 activator
CCN(CC)c1nc(Nc2ccncn2)nc(NC2CC2)n1 reads 7.8	0.8	-16.8	0.1
O=C1C=C(Cl)C(=O)C2C3C=CC(C3)C12 (stereo unspecified) reads 9.8	1.1	10.8	-0.2

(next part)
SMILES,MITF primary,GPR151 ag,TEAD-YAP inh,FBW7 activator
CC(Cc1ccc2c(c1)OCO2)CN1CCC(n2nccc2NC(=O)C(C)(C)C)CC1 (stereo unspecified),9.0,0.5,-6.5,0.1
CC(=O)N1CCN(C(=S)c2ccc(-c3ccc(Cl)cc3[N+](=O)[O-])o2)CC1,5.3,0.1,6.6,0.1
CCC1CCCCN1S(=O)(=O)c1ccc(NC(=O)Cn2c(=O)oc3ccccc32)cc1 (stereo unspecified),21.8,0.2,11.4,0.3
Cc1[nH]c2ccccc2c1/C=c1\sc2nc3ccccc3n2c1=O,13.4,-0.9,-33.9,0.1
COc1ccc(C2Sc3nncn3N2Cc2ccc(C#N)cc2)cc1 (stereo unspecified),2.6,-0.3,3.0,0.4
CC(C)(C)NCC(=O)NCCNc1ccc([N+](=O)[O-])cc1Cl,7.9,-1.0,20.1,0.0
Clc1cccc(CSc2nc3ncccc3[nH]2)c1,0.5,-0.4,-22.1,0.3
c1nc(NCCN2CCOCC2)c2[nH]c(N3CCC(N4CCOCC4)CC3)nc2n1,-0.1,4.9,6.0,-0.1
COc1ccc(NC(=O)C2C3C=CC4(O3)C2C(=O)N(CCCN2CCCC(C)C2)C4C(=O)NC2CCCC(C)C2C)cc1 (stereo unspecified),-0.8,-1.1,5.4,-0.2
Cc1ccc(OCc2nc(C#N)c(N3CC(C)OC(C)C3)o2)cc1 (stereo unspecified),18.9,0.2,-0.5,0.0
Nc1c(Cl)c(Cl)nc(C(=O)OCC(=O)NCc2ccccc2)c1Cl,15.8,-1.5,2.6,0.2
CCOC(=O)c1sc2nc(SCC(=O)c3ccccc3)n(CCC3=CCCCC3)c(=O)c2c1C,-2.7,0.7,10.1,-0.1
CCNc1cc(C(=O)Nc2ccccc2)c2ccccc2n1,-11.8,-0.4,0.2,0.2
COc1cc(/C=C/CN2CCOc3ccc(C(O)c4cccnc4)cc3C2)ccc1O (stereo unspecified),-16.5,0.0,-11.8,0.2
COc1ccc(-c2nnc(Sc3cc(C(C)(C)C)c(O)c(C(C)(C)C)c3)c3ccccc23)cc1,10.8,0.2,6.7,0.0
CC(C)NC(=S)N/N=C/c1cccc(O)c1O,89.6*,-0.9,-15.2,-1.2
CNC(=O)c1c(NC(=O)c2ccc3c(c2)OCCO3)sc(C)c1C,18.2,-2.1,5.6,0.9
COc1ccc(NC(=S)NCC(C)C)c(OC)c1,64.9*,0.2,6.9,-0.2
Fc1cccc(Nc2ncnc3c2nnn3Cc2ccccc2)c1,6.3,4.1,-3.8,0.9
Cc1ccc(NC(=O)C(=O)NN)cc1C,2.4,-0.5,7.0,0.3
O=C(CN1C(=O)CCc2ccccc21)NCc1ccccc1,12.6,-0.8,-2.6,0.0
CCN1CCN(Cc2c(O)ccc3c2O/C(=C\c2ccc(OC)c(OC)c2)C3=O)CC1,-0.5,-0.5,-12.4,-0.4
Cc1n[nH]c(C)c1S(=O)(=O)NNC(=O)c1cc2c(s1)CCC(C)C2 (stereo unspecified),1.4,2.5,-4.3,0.0
CCOC(=O)COc1ccc2c(C)c(Cc3ccccc3)c(=O)oc2c1,7.1,-0.4,6.2,0.9
Cc1ccccc1NC(=O)CSC1=C(C#N)C(c2ccccc2Cl)C2=C(CCCC2=O)N1 (stereo unspecified),15.7,-1.8,16.1,0.4
Cc1ccc(C(=O)Nc2ccc(NC(=O)c3cccs3)cc2)cc1[N+](=O)[O-],5.5,-1.9,3.0,0.0
N#CC1=C(N)Oc2n[nH]c(-c3cccs3)c2C1c1c(F)cccc1Cl (stereo unspecified),-8.7,-1.4,3.3,0.0
COc1ccc(C2NC(=O)NC(C)=C2C(=O)Nc2ccccc2Cl)cc1OC (stereo unspecified),-1.1,2.0,0.0,0.1
O=C(Nc1ccccc1)c1csc(-c2csc3ccccc23)n1,12.9,0.1,9.1,0.4
CN(C)/C=N/c1nc(-c2c3ccccc3cc3ccccc23)cs1,0.6,-0.2,1.0,0.0
Nc1[nH]ncc1-c1ccc(NC(=O)C(N)c2ccc(Cl)cc2)cc1 (stereo unspecified),6.0,-1.3,1.3,-0.1
Nc1c(C(=O)Nc2ccc(Cl)c(Cl)c2)sc2[nH]c(=O)c(C(=O)O)cc12,-25.1,0.5,-2.3,0.1
Cc1sc2ncc(C(=O)N(C)c3ccccc3)c(=O)n2c1C,6.5,0.2,-5.5,0.1
C/C=C/C1Nc2ccccc2C(c2ccccc2)(c2ccccc2)O1 (stereo unspecified),5.5,-0.1,-4.8,-0.1
O=C(NCCOCc1ccccc1)c1ccccc1Br,-5.8,-1.3,6.0,-0.1
COc1ccc(CN2CCNC(=O)C2CC(=O)NCCCSC)c(C)c1C (stereo unspecified),8.4,4.2,7.8,0.0
CCOCCCNc1nc2c(-c3ccccc3)nnn2c2ccccc12,-12.8,0.4,-2.0,0.1
CCOc1ccc(C2CC(=O)N3C(=C2C#N)SCC3(O)c2ccc(OCC)cc2)cc1 (stereo unspecified),6.5,-0.4,-2.4,-0.1
Cc1ccc(-c2cc(C(=O)N/N=C/c3cccs3)n[nH]2)o1,2.1,-0.7,-14.0,-0.1
Cc1nc2ccc(NC(=O)c3ccccc3Br)cc2s1,-3.9,-1.9,-50.9,0.0
CCC[C@@H]1NC(=O)[C@@H]2C[C@H](NC(=O)Nc3cccc(Cl)c3Cl)CN2C1=O,-0.6,-0.3,2.6,0.0
Cc1ccc(S(=O)(=O)N2N=NC3C4CC(C5CC=CC54)C32)cc1 (stereo unspecified),7.6,0.6,4.6,0.3
COc1cc(Nc2cc(Nc3cccnc3)nc(N)n2)cc(OC)c1OC,14.1,1.0,-15.4,0.1
COc1ccc(N2CCN(CC(O)COCc3ccc4c(c3)OCO4)CC2)cc1 (stereo unspecified),11.4,-0.4,11.7,0.0
O=C(CSc1nc2ccsc2c(=O)n1Cc1ccccn1)Nc1nccs1,0.1,-0.1,-29.2,-0.1
O=C(O)CNC(=S)N(Cc1ccccc1)Cc1ccc(F)cc1,11.8,2.1,3.9,0.0
O=C(O)C1CCCN(C(=O)c2cccs2)C1 (stereo unspecified),5.3,-1.2,-10.5,0.0
C=CCOC(=O)N1CCC(C(=O)NC(c2ccc(OC)cc2)c2ccccn2)CC1 (stereo unspecified),-8.3,-0.4,3.8,-0.1
CCCOc1ccc(C(=O)Nc2cccc(NC(=O)c3cccc(Cl)c3)c2)cc1,-5.9,0.1,-17.4,-0.2
CCC(C(=O)NC(C)c1nc(-c2ccncc2)n[nH]1)c1ccccc1 (stereo unspecified),-6.2,-0.1,4.2,-0.1
COc1ccc(CNc2ncc3c(n2)CC(C)(C)CC3=O)cc1,21.9,0.4,5.9,0.2
CCC(=O)N1N=C(c2cccs2)CC1c1ccc(C)cc1 (stereo unspecified),1.4,-0.5,-5.8,0.1
COC(=O)CCC1(C)CN(C)CCC1=O (stereo unspecified),13.0,0.5,2.9,0.1
COc1ccc(S(=O)(=O)Nc2ccccc2C(C)=O)cc1[N+](=O)[O-],-12.8,-1.1,-5.6,0.0
COC(=O)C(NC(=O)Nc1ccc(OC(F)(F)F)cc1)(Nc1cccc(C)c1)C(F)(F)F (stereo unspecified),-0.3,0.2,1.5,0.1
CCOC(=O)C1CCN(c2ncnc3c2c(-c2ccccc2)cn3-c2ccc(OC)cc2)CC1,11.8,-0.9,-2.3,0.0
CCCn1c(SCC(=O)Nc2nnc(-c3ccccc3)s2)nnc1-c1ccccn1,24.8,-1.1,-5.3,0.0
C/C(=N\NC(=O)CNc1ccc(C)cc1)c1ccc(Br)s1,-1.7,3.6,-15.2,0.0
CCCCCC(=O)N1c2ccccc2NC2=C(C(=O)CC(c3ccccc3)C2)C1c1cc(OC)c(OC)c(OC)c1 (stereo unspecified),16.5,0.5,-0.8,0.7
COc1ccc(/C=N/NC(C)(C)C)c(OC)c1,12.7,-0.7,8.9,0.3

(listing goes on)
SMILES,MITF primary,GPR151 ag,TEAD-YAP inh,FBW7 activator
CC(=O)/C=C1/Sc2ccccc2N1C,15.0,0.5,-12.0,-0.2
Cc1ccccc1-n1ncc(C(C)NC(=O)CN2CCCC2=O)c1C (stereo unspecified),4.1,-0.8,-3.4,0.6
O=C(CNC(=O)c1ccc(Cl)cc1)NCC(F)(F)F,6.0,1.8,7.2,0.0
CCOc1cc(/C=N/O)ccc1OCc1ccc([N+](=O)[O-])cc1,-7.7,1.4,-14.2,0.1
COc1ccccc1-n1c(SCc2cc(=O)n3cc(Cl)ccc3n2)nc2c(sc(=S)n2-c2ccccc2)c1=O,16.7,-1.0,1.6,0.3
COc1cc(OC)nc(Oc2cccnc2C(=O)NC(C)(C)C)n1,-11.8,-2.0,-3.5,0.1
CCc1ccc(CN2CCc3nnc(CCNC(=O)C4CCC4)n3CC2)o1,-0.9,1.3,-4.0,-0.1
COc1ccc(S(=O)(=O)NCC2CCCN(Cc3cnc(SC)nc3)C2)cc1 (stereo unspecified),-0.8,-0.3,-3.9,-0.1
CC(C)(C)Sc1ccccc1C(=O)O,9.3,-0.5,-12.6,-0.1
Cc1ccc(CNCc2c(C(=O)O)c(C)n(Cc3cccc(C)c3)c2C)cc1,16.9,1.3,12.9,-0.2
CCCn1c(N2CCN(C(=O)Nc3ccccc3)CC2)nc2ccccc21,18.6,-1.0,-2.8,0.0

Part of the list above, with values under each structure.
Results follow in this order: MITF primary	GPR151 ag	TEAD-YAP inh	FBW7 activator
O=C(CNC(=O)c1ccc(Cl)cc1)NCC(F)(F)F
  6.0	1.8	7.2	0.0
CC(=O)/C=C1/Sc2ccccc2N1C
  15.0	0.5	-12.0	-0.2
COc1cc(OC)nc(Oc2cccnc2C(=O)NC(C)(C)C)n1
  -11.8	-2.0	-3.5	0.1
COc1ccccc1-n1c(SCc2cc(=O)n3cc(Cl)ccc3n2)nc2c(sc(=S)n2-c2ccccc2)c1=O
  16.7	-1.0	1.6	0.3
CC(C)(C)Sc1ccccc1C(=O)O
  9.3	-0.5	-12.6	-0.1
CCOc1cc(/C=N/O)ccc1OCc1ccc([N+](=O)[O-])cc1
  -7.7	1.4	-14.2	0.1

Source: PubChem BioAssay (The Scripps Research Institute Molecular Screening Center)
